Mm-Cpn inhibitor: inhibitors of Methanococcus maripaludis chaperonin (MmCpn) | purified Mm-Cpn ATPase, ADP Transcreener TR-FRET | Potency, µM (titrated, usually from 76.9 µM), without a hit: top-dose activity, negative = inhibition, most hits filed as inhibitors | actives 0.031% (n = 330,000) | AID 504842; further: potency means the concentration at half of the fitted maximal effect; on the % scale 0 is the no-effect control and ±100 the full control effect; nearly all actives have a fitted effect of over 80% in size
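Compound-treated chaperonin, 25 nM final, turns over 10 uM ATP at 37°C for 30 min following a 10 min preincubation; ADP generated competes with ADP-d2 for Eu-cryptate antibody, lowering FRET.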
EPAC2 antag: antagonists of human EPAC2; EPAC2 GEF exchange of Rap1B-BODIPY-GDP, fluorescence; AID 720708; Potency, µM (series often up to 114 µM), for the others: top-dose activity, negative = inhibition, most hits filed as inhibitors; Q8WZA2; actives 0.18% (n = 360,000); further: potency means the concentration at half of the fitted maximal effect; on the % scale 0 is the no-effect control and ±100 the full control effect; nearly all actives have a fitted effect of over 45% in size; many of its hits are not listed in these tables
Target sequence (Q8WZA2 whole entry, looked up): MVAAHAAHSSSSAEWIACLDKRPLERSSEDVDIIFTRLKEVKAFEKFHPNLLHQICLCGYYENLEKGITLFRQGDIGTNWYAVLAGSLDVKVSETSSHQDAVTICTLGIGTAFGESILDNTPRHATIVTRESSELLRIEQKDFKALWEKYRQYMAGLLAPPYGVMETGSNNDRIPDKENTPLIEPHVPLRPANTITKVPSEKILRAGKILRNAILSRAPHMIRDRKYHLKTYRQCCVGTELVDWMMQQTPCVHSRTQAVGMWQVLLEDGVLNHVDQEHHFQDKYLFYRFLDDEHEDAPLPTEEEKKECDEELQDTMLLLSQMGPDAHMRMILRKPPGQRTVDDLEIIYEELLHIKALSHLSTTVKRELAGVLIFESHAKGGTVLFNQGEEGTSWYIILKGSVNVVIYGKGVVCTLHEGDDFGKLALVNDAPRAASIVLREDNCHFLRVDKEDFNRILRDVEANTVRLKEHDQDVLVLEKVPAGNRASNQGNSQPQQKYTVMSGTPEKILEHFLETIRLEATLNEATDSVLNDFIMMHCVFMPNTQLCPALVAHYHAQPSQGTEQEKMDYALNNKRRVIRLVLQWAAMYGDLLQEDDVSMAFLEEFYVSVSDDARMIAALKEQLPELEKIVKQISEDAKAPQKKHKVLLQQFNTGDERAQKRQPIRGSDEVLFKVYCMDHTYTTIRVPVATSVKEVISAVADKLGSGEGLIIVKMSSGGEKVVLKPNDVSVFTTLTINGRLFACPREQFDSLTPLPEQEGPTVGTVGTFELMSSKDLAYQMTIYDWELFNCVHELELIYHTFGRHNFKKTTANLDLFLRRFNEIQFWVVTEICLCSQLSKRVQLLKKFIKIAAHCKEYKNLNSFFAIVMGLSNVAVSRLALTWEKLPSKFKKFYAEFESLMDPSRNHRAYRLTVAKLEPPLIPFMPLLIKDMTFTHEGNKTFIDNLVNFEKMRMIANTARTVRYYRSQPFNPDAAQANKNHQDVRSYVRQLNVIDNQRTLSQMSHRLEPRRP
CCT modulator: changes cytosolic chaperonin activity | purified chaperonin ATPase assay, HTRF ADP detection, 30 min | activity change, % (concentration not given with the values), hits read low | actives 0.3% (n = 360,000) | AID 651819; in the data active means activity change below about -30%; further: on the % scale 0 is the no-effect control and ±100 the full control effect
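Nucleotide hydrolysis assay: TRiC at 20–40 nM final (set by batch activity) with 10 uM ATP, 30 min at 37 °C, in presence of 76 uM compound. Detection by competitive ADP HTRF, 30 min ambient.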
D3 ag: D3 dopamine receptor (human) agonism | actives 0.58% (n = 410,000) | P35462 | AID 652048 | D3R DiscoveRx beta-arrestin cells, luminescence, 90 min | max activation, %; in the data active means max activation above about 30%; further: 0% is about no effect; mostly tested at two doses, the higher about 12 µM
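Agonist-mode cell screen: cells plated at 1500/well and incubated overnight at 37 °C, then exposed to library compounds for 90 min at 37 °C. Detection reagent was added for 30–60 min at room temperature, and luminescence was read.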
EPAC2 ag: EPAC2 (human) agonism | Q8WZA2 | EPAC2 activation, biochemical qHTS; response scale: 100% = 6.5 mM cAMP response | Potency, µM (doses to about 154 µM), for inactives: top-dose activation, hits mostly activators | actives 0.079% (n = 360,000) | AID 720711; further: potency means the concentration at half of the fitted maximal effect; nearly all actives have a fitted effect of over 50% in size
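Guanine nucleotide exchange by EPAC2 is measured as reduced fluorescence of BODIPY-GDP once it is released from 250 nM Rap1B. Plates are read kinetically for 30 min at room temperature; results are scaled to 6.5 mM cAMP.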
Akt phos inh: blocks phosphorylation of Akt; activity change, % for hits at 50 µM; actives 0.32% (n = 360,000); Neuro2A IGF-stimulated pAkt S473 HTRF, 20 min; stronger effect = lower value; AID 651550; in the data active means activity change below about -80%; inconclusive means mostly about -51% to -80%; further: on the % scale 0 is the no-effect control and ±100 the full control effect
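Single-point screen (50 µM final compound) in Neuro2A cells stimulated 20 min with 6 nM IGF at 37 deg C. After lysis, Ser473-phosphorylated Akt read by HTRF (ex 330 nm, em 615/665 nm) as the 665/615 ratio.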
D3 antag: antagonists of human D3 dopamine receptor; D3R cells, DiscoveRx beta-arrestin luminescence, antagonist mode; stronger effect = lower value; max response, negative = inhibition, %; actives 2.5% (n = 360,000); in the data active means max response below about -50%; inconclusive means no clear call, values can overlap the other calls; further: on the % scale 0 is the no-effect control and ±100 the full control effect; mostly tested at two doses, the higher about 12 µM
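Cells plated overnight at 1500 cells/well, then exposed to library compounds with dopamine controls for 90 minutes at 37 degrees C. DiscoveRx reagent added for 30–60 minutes at room temperature; luminescence read, quantitative HTS format.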
PTHR1 ag: PTHR1 (human) receptor agonism; Q03431; HEK293 GP2 PTHR1 cells, GloSensor cAMP luminescence, 1 h; Potency, µM (top dose mostly 115 µM), for the others: at the highest dose activation, usual class: activators; actives 0.075% (n = 410,000); AID 743266; further: potency means the concentration at half of the fitted maximal effect; nearly all actives have a fitted effect of over 55% in size; some results filed as inactive show a strong effect at the top dose; inactives centre near -15; many of its hits are not listed in these tables
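HEK-293-derived GP2 cells expressing PTHR1 and a GloSensor cAMP reporter, 3,000/well, plated overnight, given luciferin plus IBMX (each 0.5 mM as added) for 1 h at 37 °C, then compound for 1 h at 37 °C. Luminescence was read after 15 min at room temperature.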
Starred values were filed as active, the others as inactive; i = inactive; ? = inconclusive; / = no result given; [ ] = remark or other dose. Unless noted, the call rests on the fitted dose curve; in most records, active means well fitted curve in the direction sought with a large enough effect; inconclusive means small, poorly fitted or top-dose-only effect, or another doubt; inactive means no such curve, though single readings can be large; an effect the other way counts as inactive or inconclusive. Only part of the results is shown; count on the stated rates, not on these rows.

SMILES	Mm-Cpn inhibitor	EPAC2 antag	CCT modulator	D3 ag	EPAC2 ag	Akt phos inh	D3 antag	PTHR1 ag
COc1ccc(O)c(CN2CCC(n3nccc3NC(=O)C3CCCC3)CC2)c1	?	-1%	-1.8	-6	6%	i	1	-10%
O=C(NCCN1CCOCC1)c1cc2ccccc2[nH]1	0%	11%	-3.0	-16	5%	i	?	i
COc1ccc(CCNC(=O)CCn2cccc2)cc1OC	0%	4%	0.8	5	14%	-101%*	11	i
O=C(CSc1ccsc1[N+](=O)[O-])N1CCN(c2ccc(Cl)cc2)CC1	0%	9%	-0.3	0	-11%	i	-9	-26%
COc1cc(/C=N/NC(=O)CCc2n[nH]c(=O)[nH]c2=O)cc(OC)c1OC	0%	1%	-0.9	3	3%	i	?	i
Cc1ccc(NC(=O)c2ccccc2Cl)c(Cl)c1	0%	-12%	2.0	1	11%	i	0	-5%[57.5 µM]
CCc1nnc(NC(=O)CSc2nc(-c3ccccc3)cc(-c3ccc(OC)cc3)c2C#N)s1	-5%	11%	0.9	6	0%	i	-8	i
COc1cccc(/C=C2\SC(=S)N(CCC(=O)N3CCCCC3CCO)C2=O)c1 (stereo not given)	-1%	-5%	1.3	1	10%	i	-14	-75%[inhibitor]
N#CCCN(C(=O)COC(=O)c1cccc(S(=O)(=O)N2CCCC2)c1)c1ccc(F)cc1	-2%	9%	-1.1	17	0%	i	18	-21%
Cc1cnn(CCC(=O)NNC(=S)Nc2ccc(F)cc2)c1	-1%	2%	0.2	-5	-1%	i	?	i
CN(C)S(=O)(=O)c1cc(NC(=O)COC(=O)C2COc3ccccc3O2)ccc1Cl (stereo not given)	1%	9%	0.9	-3	14%	i	-6	0%
COc1ccc(NC(=O)NC[C@@H]2CC[C@@H](Cc3ccc(-c4ccccc4)cc3)O2)cc1	-1%	-5%	-2.1	16	2%	i	47	-30%
O=C(Nc1ccc(Cl)cc1)c1cccs1	/	0%	-1.2	8	5%	i	1	-22%
O=C1N[C@@H](Cc2ccccc2)C(=O)N2[C@@H]3N(S(=O)(=O)c4ccccc4)c4ccccc4[C@]3(Br)C[C@@H]12	/	?	-1.5	-19	17%	i	?	-51%[inhibitor]
CCN(CC)CCNC(=O)c1ccc2c(c1)ncn2C1CCCCC1	0%	12%	-0.9	-3	-5%	i	8	i
CCN(CC)S(=O)(=O)c1cccc(-c2nnc(SCCOc3ccc(Cl)cc3)o2)c1	-6%	12%	0.1	1	10%	i	13	i
O=C(C[C@H]1CC[C@@H]2[C@H](COC[C@@H](O)CN2C(=O)C2CC2)O1)NCc1ccccc1Cl	/	0%	/	2	8%	i	9	-22%
CCNC(=S)Nc1ccc(OCC)cc1	1%	1%	-2.0	4	-8%	i	-1	i
Cc1cccc(C)c1NC(=O)c1cc(S(=O)(=O)N2CCc3ccccc32)cn1C	0%	11%	-2.4	-8	2%	i	?	-11%
Cn1c(CSCc2ccccc2)n[nH]c1=S	1%	-6%	-1.7	11	12%	i	-23	i
O=C(Nc1ccc(F)cc1)NC1CCCCC1	2%	1%	0.5	-4	13%	i	-14	i
O=C1CCc2cc(S(=O)(=O)N3CCC(C(=O)NCCC4=CCCCC4)CC3)ccc2N1	1%	9%	-6.6	-7	3%	i	0	-10%
CCCCCCC(=O)N1CCC(c2nc3c(nnn3Cc3ccccc3Cl)c(=O)[nH]2)CC1	4%	-22%	-1.3	1	4%	i	-11	i
Cc1ccccc1NC(=O)NCCc1ccc(Cl)cc1	1%	5%	-2.3	-7	-1%	i	-2	-6%
C[C@H](CO)N1C[C@H](C)[C@@H](CN(C)Cc2ccc(Oc3ccccc3)cc2)Oc2c(NC(=O)C3CC3)cccc2C1=O	-1%	-18%	-4.3	35*	6%	i	42	-25%
CCc1nc(N)c(C#N)c(-c2ccncc2)c1C	0%	-3%	-3.2	12	10%	i	17	i
COc1ccccc1N1CCN(C(=O)c2c(-c3c(F)cccc3Cl)noc2C)CC1	-2%	2%	0.3	5	4%	i	45	-32%[inhibitor]
C[C@H](NC(=O)c1nc[nH]c1C(=O)N[C@@H](CCCCNC(=O)OC(C)(C)C)C(=O)OC(C)(C)C)C(=O)OCc1ccccc1	-2%	-14%	-0.3	-6	-1%	i	30	-8%
CC1CCCN(CCCNC(=O)C2CCN(S(=O)(=O)N3CCC4(CC3)OCCO4)CC2)C1 (stereo not given)	1%	1%	-0.6	-1	8%	/	0	-1%
CCN(CC)S(=O)(=O)c1cccc(-c2nnc(SC(C)C(=O)NCCC3=CCCCC3)o2)c1 (stereo not given)	1%	-4%	-2.6	-3	13%	i	-19	i
COc1ccccc1CNC(=O)C[C@H]1CC[C@@H]2[C@H](COC[C@H](O)CN2Cc2ccc3c(c2)OCO3)O1	/	1%	/	-5	0%	i	-3	-12%
COc1ccc(CNC(=O)CSc2nnc3c(n2)[nH]c2ccc(OC)cc23)cc1	-1%	9%	1.7	-1	4%	i	3	-8%
Cc1nnc(SCC(=O)N2CCCCCC2)n(N)c1=O	-2%	-4%	-2.2	-3	6%	i	4	17%
O=C(c1cc2c(c(-c3cccc(-c4ccncc4)c3)n1)[C@@H](CCO)N(C(=O)c1ccc3c(c1)OCO3)C2)N1CCOCC1	/	7%	0.5	-9	7%	i	?	-12%
CCOc1ccccc1OCC(=O)Nc1nnc(C)s1	-7%	22%	3.3	-19	-5%	i	-5	i
CN1CCc2c(sc3c2C(=O)NC(c2cn(Cc4ccccc4)c4ccccc24)N3)C1 (stereo not given)	-9%	2%	-2.0	-11	3%	i	-75*	-6%
NC(=O)CCS(=O)(=O)CCN1CCN(S(=O)(=O)c2ccc3c(c2)CCC3)CC1	0%	-2%	0.6	2	15%	i	?	-22%
O=C(NCCCN1CCCC1=O)C1CCN(S(=O)(=O)N2CCOCC2)CC1	-2%	-1%	-1.4	0	9%	i	-5	-24%
CC(C)C(c1nnnn1C1CCCC1)N(C)C1CCCCC1 (stereo not given)	0%	6%[57.1 µM]	-0.3	-5	-2%	i	?	i
O=C(CSCC(=O)N1CCCc2ccccc21)Nc1nc(-c2ccccc2)cs1	1%	-13%	-1.9	-8	21%	i	-16	-43%[inhibitor]
O=C(CC1C(=O)NCCN1Cc1ccccc1)NCCC1=CCCCC1 (stereo not given)	0%	1%	-1.3	4	-10%	i	-17	i
O=C(O)c1ccccc1C(=O)NC1CCN(c2nccc(C(F)(F)F)n2)CC1	1%	-3%	0.3	-1	5%	i	9	-12%
Cc1c(N(C)C(=O)c2ccccc2F)c(=O)n(-c2ccccc2)n1C	1%	-3%	-1.3	4	8%	i	-7	i
CCCCN(C)C(=O)c1nc2ccccn2c1CNC1CCC1	-1%	-2%	0.4	-4	7%	i	5	-14%
CN1CC(=O)N(C)c2ncn(Cc3ccccc3)c2C1=O	-3%	-1%	-0.5	-1	9%	i	12	i
Cc1ccc(/C=C/c2ccc(=O)n(Cc3ccc(F)cc3)n2)cc1	-6%	-18%	-0.1	7	0%	i	14	-19%
O=[N+]([O-])c1cc(C(F)(F)F)ccc1-n1nnc2ccccc21	-5%	-11%	-1.4	8	-8%	i	6	-1%

14 of the compounds above, in markdown:
| Molecule | Mm-Cpn inhibitor | EPAC2 antag | CCT modulator | D3 ag | EPAC2 ag | Akt phos inh | D3 antag | PTHR1 ag |
| --- | --- | --- | --- | --- | --- | --- | --- | --- |
| COc1ccccc1CNC(=O)C[C@H]1CC[C@@H]2[C@H](COC[C@H](O)CN2Cc2ccc3c(c2)OCO3)O1 | / | 1% | / | -5 | 0% | i | -3 | -12% |
| COc1ccc(CNC(=O)CSc2nnc3c(n2)[nH]c2ccc(OC)cc23)cc1 | -1% | 9% | 1.7 | -1 | 4% | i | 3 | -8% |
| Cc1nnc(SCC(=O)N2CCCCCC2)n(N)c1=O | -2% | -4% | -2.2 | -3 | 6% | i | 4 | 17% |
| O=C(c1cc2c(c(-c3cccc(-c4ccncc4)c3)n1)[C@@H](CCO)N(C(=O)c1ccc3c(c1)OCO3)C2)N1CCOCC1 | / | 7% | 0.5 | -9 | 7% | i | ? | -12% |
| CCOc1ccccc1OCC(=O)Nc1nnc(C)s1 | -7% | 22% | 3.3 | -19 | -5% | i | -5 | i |
| CN1CCc2c(sc3c2C(=O)NC(c2cn(Cc4ccccc4)c4ccccc24)N3)C1 (stereo not given) | -9% | 2% | -2.0 | -11 | 3% | i | -75* | -6% |
| NC(=O)CCS(=O)(=O)CCN1CCN(S(=O)(=O)c2ccc3c(c2)CCC3)CC1 | 0% | -2% | 0.6 | 2 | 15% | i | ? | -22% |
| O=C(NCCCN1CCCC1=O)C1CCN(S(=O)(=O)N2CCOCC2)CC1 | -2% | -1% | -1.4 | 0 | 9% | i | -5 | -24% |
| CC(C)C(c1nnnn1C1CCCC1)N(C)C1CCCCC1 (stereo not given) | 0% | 6%[57.1 µM] | -0.3 | -5 | -2% | i | ? | i |
| O=C(CSCC(=O)N1CCCc2ccccc21)Nc1nc(-c2ccccc2)cs1 | 1% | -13% | -1.9 | -8 | 21% | i | -16 | -43%[inhibitor] |
| O=C(CC1C(=O)NCCN1Cc1ccccc1)NCCC1=CCCCC1 (stereo not given) | 0% | 1% | -1.3 | 4 | -10% | i | -17 | i |
| O=C(O)c1ccccc1C(=O)NC1CCN(c2nccc(C(F)(F)F)n2)CC1 | 1% | -3% | 0.3 | -1 | 5% | i | 9 | -12% |
| Cc1c(N(C)C(=O)c2ccccc2F)c(=O)n(-c2ccccc2)n1C | 1% | -3% | -1.3 | 4 | 8% | i | -7 | i |
| CCCCN(C)C(=O)c1nc2ccccn2c1CNC1CCC1 | -1% | -2% | 0.4 | -4 | 7% | i | 5 | -14% |
